SR-BI DiI inh: inhibitors of SR-BI mediated HDL lipid uptake, primary screen, ldlA[mSR-BI] cells, fluorescence, single point; inhibition, % at 12.5 µM; Scavenger receptor class B member 1 (Mus musculus), Q61009; 320,000 compounds, 0.96% hits; ldlA[mSR-BI] CHO cells, DiI-HDL uptake fluorescence, 3 h; AID 488896, 2010;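 active = mean replicate inhibition of at least 70% and a set share of replicates each scoring 70 or more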;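 note: 0% = median of neutral control wells and 100% = median of positive control wells; values of inactives mirror those of a sister screen read the other way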
Target sequence (Q61009 whole entry, looked up): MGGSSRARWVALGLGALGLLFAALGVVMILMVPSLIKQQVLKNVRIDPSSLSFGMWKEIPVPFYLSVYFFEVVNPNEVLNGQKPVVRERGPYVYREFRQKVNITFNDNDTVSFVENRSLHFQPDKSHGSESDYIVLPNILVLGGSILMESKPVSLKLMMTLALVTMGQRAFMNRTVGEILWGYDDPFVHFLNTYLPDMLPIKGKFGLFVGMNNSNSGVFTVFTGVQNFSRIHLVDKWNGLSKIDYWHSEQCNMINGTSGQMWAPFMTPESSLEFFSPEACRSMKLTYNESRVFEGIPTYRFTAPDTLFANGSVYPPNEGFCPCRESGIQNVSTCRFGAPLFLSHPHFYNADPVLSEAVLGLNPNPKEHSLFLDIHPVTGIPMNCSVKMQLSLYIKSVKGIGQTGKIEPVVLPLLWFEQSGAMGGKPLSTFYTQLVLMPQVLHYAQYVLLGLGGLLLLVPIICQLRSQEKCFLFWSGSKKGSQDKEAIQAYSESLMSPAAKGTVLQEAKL
CAL PDZ FP-1: CAL PDZ peptide-binding inhibitors, primary screen, biochemical, fluorescence polarization, Cer-tagged CAL PDZ, HTS. 330,000 compounds, 0.02% hits. inhibition, % at 20 µM. AID 504414, 2011. Golgi-associated PDZ and coiled-coil motif-containing protein (Homo sapiens), Q9HD26. purified CAL PDZ, TMR-peptide fluorescence polarization, 1 h;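 active = highest replicate inhibition of at least 40%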;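 note: plate controls were DMSO neutral control wells for no effect and unlabeled competitor peptide control wells for full effect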
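System: tagged CAL PDZ domain. Schedule: 1 h room-temperature incubation prior to read. Signal: fluorescence polarization (mP). Measure: percent inhibition from loss of millipolarization.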
SR-BI uptake up: activators of SR-BI mediated DiI-HDL uptake, primary screen, ldlA[mSR-BI] CHO cells, DiI fluorescence; AID 504775, 2011; activation, % at 12.5 µM; 320,000 compounds, 0.096% hits; 3 h; 100 = double the neutral-control signal;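 active = mean replicate activation of at least 60% and every replicate at or above 60%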;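 note: 0% = median plate neutral-control signal and 100% = twice that signal; values of inactives mirror those of a sister screen read the other way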
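System: CHO ldlA[mSR-BI] cells / Medium: HEPES-buffered (25 mM, pH 7.4) F12 plus 0.5% BSA / Probe or stimulus: labelled HDL, 10 µg/mL / Doses: single compound concentration, delivered by pin transfer / Schedule: 3 h, 37 °C / Measured by: DiI fluorescence, bottom read / Measure: cell-associated DiI fluorescence as measure of HDL uptake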
Tat transport: E. coli Tat export inhibitors, primary screen, MC4100, TorA-mCherry reporter, fluorescence, single point | AID 488895, 2010 | inhibition, % at 10 µM | 340,000 compounds, 0.036% hits;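 active = mean replicate inhibition at least 50% and at least half of replicates individually reaching 50%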;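 note: exported cargo escapes ClpAP degradation while cytoplasmic cargo is degraded and loses fluorescence; 0% = median of neutral control wells and 100% = median of NaSCN control wells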
AddAB inh: growth inhibition of E. coli expressing H. pylori AddAB, primary screen, AddAB inhibitor project, absorbance. inhibition, % at 11.9 µM. 330,000 compounds, 0.29% hits. AID 435030, 2010; in the data active = inhibition above about 12%;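 note: 0% = vehicle wells of infected cells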
MITF act: activators of MITF-driven TRPM1 promoter reporter, primary screen, cell-based, SK-MEL-5, luciferase, single point | AID 588334, 2011 | activation, % at 12.5 µM | SK-MEL-5 TRPM1-promoter luciferase, 24 h; % of positive control, neutral wells = 0 | 300,000 compounds, 0.75% hits;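 active = mean activation of at least 80% with every replicate also reaching 80%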;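 note: 0% = neutral control wells and 100% = parthenolide positive control wells; values of inactives mirror those of a sister screen read the other way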
Ecoli viability: E. coli V3065 growth inhibition, primary screen, counter-screen for AddAB inhibitor project, absorbance, OD600. 18 h. inhibition, % at 11.9 µM. 330,000 compounds, 0.27% hits;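 active = inhibition above the campaign's mean inhibition across all tested compounds plus 3 SD, cut at about 9.9% in these data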;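 note: uninfected addAB+ strain grown without phage in ampicillin broth; 0% = DMSO wells and 100% = ciprofloxacin 0.95 µg/ml wells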
CAL PDZ FP-2: untagged CAL PDZ binding inhibitors, primary screen, biochemical, fluorescence polarization, HTS; Golgi-associated PDZ and coiled-coil motif-containing protein (Homo sapiens), Q9HD26; purified CAL PDZ, TMR-peptide fluorescence polarization, 1 h; inhibition, % at 24.9 µM; 300,000 compounds, 0.92% hits; AID 602252, 2012;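 active = mean inhibition of at least 30% with at least half of replicates also reaching 30%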;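 note: 0% = DMSO neutral control and 100% = excess unlabeled competitor peptide PRC23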
phage Ecoli inh: growth loss of phage-infected E. coli, primary screen, RecBCD inhibitor project, absorbance, with phage, HTS; inhibition, % at 11.9 µM; 360,000 compounds, 0.26% hits; AID 651602, 2012; in the data active = inhibition above about 11%
Wnt act: Wnt/beta-catenin pathway activators, primary screen, cell-based, plate reader, single point. Wnt/beta-catenin reporter cell assay, activator. activation, % at 9.35 µM. 300,000 compounds, 1.2% hits. AID 743398, 2014; in the data active = activation above about 30%, passing the limit was not always enough;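 note: 0% = neutral control wells and 100% = positive control wells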
An asterisk follows results filed as active; nt = no result given.

SMILES	SR-BI DiI inh	CAL PDZ FP-1	SR-BI uptake up	Tat transport	AddAB inh	MITF act	Ecoli viability	CAL PDZ FP-2	phage Ecoli inh	Wnt act
CN(C)CCN(C(=O)c1cccc(N2C(=O)CCC2=O)c1)c1nc2ccc(Br)cc2s1	-16	-1.9	16	12	0.9	24	-1.5	5	1.7	16
Cc1ccc(C(=O)N2CCC3CC2c2cc(-c4ccc5c(c4)OCO5)ccc23)cc1 (stereo not drawn)	10	-0.2	-10	14	nt	2	nt	0	1.3	-3
O=C(O)c1ccc2c(=O)n3c(nc2c1)/C(=C/c1ccccc1OC(F)F)CC3	3	1.6	-3	3	-1.1	-10	2.4	2	-1.0	-2
CC1=C(C(=O)Nc2ccccc2)C(c2ccco2)C(C#N)=C(SCC(=O)OC(C)C)N1 (stereo not drawn)	37	-2.5	-37	14	0.7	nt	-1.2	-2	nt	nt
CCCCC(=O)Oc1cc(C)[nH]c(=O)c1[N+](=O)[O-]	-3	0.2	3	4	-1.8	2	0.2	-3	2.0	0
CCc1nnc(NC(=O)c2ccc(S(=O)(=O)N3CCCCC3C)cc2)s1 (stereo not drawn)	-11	-0.5	11	-10	-0.6	-3	-1.2	-3	0.6	nt
Cc1ccc(C2/C(=C(/O)c3ccc(OC(C)C)cc3)C(=O)C(=O)N2CCN2CCOCC2)cc1 (stereo not drawn)	-19	-0.4	19	-5	3.1	-9	0.5	-4	5.6	-4
Cc1cc(NS(=O)(=O)c2ccc(NC(=O)CCN3C(=O)c4ccccc4C3=O)cc2)no1	-27	-0.4	27	-5	-0.4	5	1.0	nt	nt	-2
Cc1ccc(C2=[N+]([O-])C(C)(C)N(O)C2(C)C)cc1	13	-1.4	-13	-8	2.0	-2	-1.7	-1	3.4	-4
C=C(C)C1CC=C(C)/C(=N/NC(=O)c2ccoc2C)C1 (stereo not drawn)	7	-0.1	-7	-1	0.3	29	1.4	1	4.2	nt
O=c1cc(-c2ccc(O)cc2)oc2c(C3O[C@H](CO)[C@@H](O)[C@H](O)[C@H]3O)c(O)cc(O)c12 (stereo partly drawn)	3	-1.5	-3	-2	-4.9	6	-1.6	-1	2.4	-2
COc1ccc2nc(N3CCCC(O)C3)c(C#N)cc2c1 (stereo not drawn)	25	-3.4	-25	1	-1.2	33	0.1	-3	1.1	nt
Cc1ccc(S(=O)(=O)NCC(=O)NNC(=O)c2ccccc2Cl)cc1C	-1	0.7	1	-4	1.0	-16	1.1	nt	1.6	2
COc1ccc(-n2nc(C(=O)NCC(=O)Nc3cc(C)ccc3OC)c3ccccc3c2=O)c(OC)c1	0	4.1	0	-2	3.4	-2	1.1	-4	2.2	2
CN(C)c1ccc(/C=N/NS(=O)(=O)c2ccc(Br)cc2)cc1	nt	-2.7	nt	3	2.2	-3	-0.7	-3	0.5	3
COc1cc(NC(=O)Cn2nc(-c3ccc(F)cc3)ccc2=O)ccc1-n1cnnn1	3	0.1	-3	-5	0.0	-5	-0.8	nt	2.9	-6
CCn1ncc(S(=O)(=O)NCc2ccccc2Cl)c1C	-15	-1.7	15	12	2.7	9	2.4	1	-1.5	0
CC(=O)c1cn(Cc2ccccc2)c(=O)[nH]c1=O	-14	-0.2	14	-4	0.2	10	0.3	-3	3.5	-2
Cc1ccc(C2C(C(=O)c3cc4ccccc4o3)=C(O)C(=O)N2c2cc(C)on2)cc1 (stereo not drawn)	-12	-3.9	12	-6	0.5	3	-2.1	-5	-3.1	2
Cc1ccc(S(=O)(=O)Nc2nc(C)c(C)s2)cc1	9	4.6	-9	-5	-2.4	2	-2.0	1	2.7	1
NCCNc1ccc(C(=O)N2c3ccccc3Sc3ccccc32)cc1[N+](=O)[O-]	-11	-21	11	2	4.3	-7	1.0	6	2.2	-2
CC(=O)c1cccc(NC(=O)C(C)OC(=O)c2cccc(S(=O)(=O)N3CCN(C)CC3)c2)c1 (stereo not drawn)	8	0.5	-8	0	0.6	-6	-1.1	-1	0.1	-5
Fc1ccc(N2CCN(C3=Nc4cccc5cccc3c45)CC2)cc1	46	-0.3	-46	4	3.5	41	1.0	-2	2.0	4
O=C(O)C(CCc1ccccc1)(Cc1ccccc1)C(=O)O	-3	0.8	3	-6	nt	-9	nt	nt	1.2	-4
O=C(Nc1nc2ccc(F)cc2s1)C1CCCO1 (stereo not drawn)	1	-0.4	-1	-4	1.6	112*	-0.9	-3	2.2	nt

Next section:
SMILES	SR-BI DiI inh	CAL PDZ FP-1	SR-BI uptake up	Tat transport	AddAB inh	MITF act	Ecoli viability	CAL PDZ FP-2	phage Ecoli inh	Wnt act
CCOC(=O)c1oc2ccccc2c1NC(=O)CCl	5	0.3	-5	-1	-0.9	-4	-0.8	-1	2.9	2
COc1ccc(NC(=O)c2c(OC)cccc2OC)c(OC)c1	0	-1.8	0	2	0.6	-11	0.3	-2	1.9	4
COc1ccc(-c2nc(CS(=O)(=O)CC(=O)NC3CCCCCC3)c(C)o2)cc1	34	2.0	-34	0	3.9	6	0.8	0	1.9	2
Cc1nc2ncnn2c(C)c1CCC(=O)NCc1ccccc1	-5	0.1	5	13	-0.7	nt	0.6	-2	4.2	2
COCCn1c(=NC(=O)CSC(C)=O)sc2cc(F)ccc21	21	-0.1	-21	-4	3.1	4	-2.1	-4	1.1	-2
O=C(Cc1cccc2ccccc12)NN1C(=O)/C(=C\c2cccnc2)SC1=S	-17	-1.1	17	-5	1.4	5	0.4	16	1.5	3
COc1cc(CNn2nnnc2N)cc(Br)c1OCC(=O)NC(C)(C)C	-14	-0.4	14	3	3.1	nt	2.8	-2	2.7	-6
CC1(C)CC(NC(=O)C23CCC(C)(C2Br)C3(C)C)CC(C)(C)N1 (stereo not drawn)	-20	-0.4	20	13	-0.6	nt	0.7	nt	-1.3	2
Cn1cccc1/C=N/NC(=O)c1sc2ccccc2c1Cl	41	-1.5	-41	1	1.6	45	-0.2	-2	-0.4	11
Cc1ccc(Oc2ncc(-c3ccc(Cl)cc3)cn2)cc1	-20	-0.3	20	-3	4.1	nt	-1.8	-5	2.1	-3
CCOc1ccc(CN2CCC(n3nccc3NC(=O)C3CC3)CC2)cc1CO	-8	-0.8	8	-5	-0.9	-9	-0.1	-5	-2.9	0
COc1ccccc1NCCC(=O)OCC(=O)NC1CCCCC1	-1	-0.3	1	4	1.8	-11	0.6	-3	0.5	-4
COc1ccc(C(C)(C)C)cc1NC(=O)CCNC(=O)c1ccco1	nt	-1.4	nt	4	-3.4	nt	-2.1	0	1.4	0
COc1ccc2c(CSc3nnc(-c4cccnc4)n3-c3ccccc3F)cc(=O)oc2c1	-10	0.6	10	-3	1.3	-11	-1.0	-3	3.2	-1
CCOc1cc(NC(=O)c2ccccn2)c(OCC)cc1NC(=O)CC(C)C	62	nt	-62	0	nt	-2	nt	-1	3.0	-1
Cc1ccc(NC(=O)c2cnccn2)cc1S(=O)(=O)N1CCCCCC1	30	-1.6	-30	11	0.2	3	-1.8	-2	0.1	-7
CCOC(=O)c1cc2cc(-c3c(C(=O)OCC)oc4cc(O)cc(O)c4c3=O)ccc2o1	14	-1.1	-14	4	6.7	-7	-0.3	nt	2.9	nt
CN(C(=O)COC(=O)C1CCN(S(=O)(=O)c2ccc3c(c2)OCCO3)CC1)C1CCCCC1	16	-1.4	-16	-4	0.7	1	-0.6	-3	-0.5	0
CC(C)C(=O)Nc1cccc(C(=O)Nc2ccc(S(=O)(=O)Nc3nccs3)cc2)c1	6	-2.7	-6	-4	2.2	-1	1.8	-5	2.0	0
CCOc1ccc(NC(=O)c2cc(=O)[nH]c3ccccc23)cc1	10	5.8	-10	2	nt	-3	nt	8	2.6	0
CC(=O)Nc1ccc(SC[C@H](Cc2ccccc2)N2CCN(CCc3ccccc3)CCC2=O)cc1	-6	-1.2	6	-7	-0.1	0	-1.2	-1	2.0	0
CCC(C(=O)Nc1ccccc1C(=O)N1CCOCC1)N1C(=O)c2ccccc2C1=O (stereo not drawn)	-19	nt	19	1	-0.4	0	-0.2	-6	3.0	nt
Cc1ccc(NC(=S)NCC2CCCO2)cc1C (stereo not drawn)	-19	0.1	19	-6	1.8	5	0.8	-4	5.2	nt
Cc1ccc(NC(=O)Cc2nnc(SCC(=O)NC3=NCCS3)n2C)cc1	-36	-1.7	36	0	4.2	-6	1.9	-2	-0.7	1
Cc1[nH]c2ccc(F)cc2c1CCN(Cc1ccco1)C(=S)NC(C)(C)C	-18	-0.8	18	4	4.3	8	2.3	nt	3.8	-2

More entries:
SMILES	SR-BI DiI inh	CAL PDZ FP-1	SR-BI uptake up	Tat transport	AddAB inh	MITF act	Ecoli viability	CAL PDZ FP-2	phage Ecoli inh	Wnt act
COc1ccc(Nc2nc3ccccc3n3nnnc23)cc1	9	-1.5	-9	3	1.5	0	-0.6	nt	4.0	nt
CC(=O)N/C(=C\c1ccccc1)C(=O)OCC(=O)Nc1cc(S(=O)(=O)N(C)C)ccc1Cl	-17	-3.0	17	2	nt	-3	nt	-3	0.4	0
O=C1Nc2ccc([N+](=O)[O-])cc2OC1CCN1CCOCC1 (stereo not drawn)	nt	0.1	nt	-1	0.9	12	1.2	0	2.3	0
Cc1ccc2cccc(NS(=O)(=O)c3ccccc3)c2n1	nt	nt	nt	nt	-0.4	nt	-3.0	nt	0.1	-3
CC(=O)OC1CCC2C3CCC4OC(=O)CCC4C3CCC12C (stereo not drawn)	-23	-0.6	23	-6	nt	12	nt	nt	0.8	-3
CC(=O)c1ccc(OCC(=O)OCC(=O)Nc2sccc2C(N)=O)cc1	-3	-0.2	3	-2	1.7	-1	0.2	nt	3.5	2
CN(C(=O)CN(c1ccccc1)S(=O)(=O)c1ccc(F)cc1)C1CCS(=O)(=O)C1 (stereo not drawn)	-13	-0.3	13	-3	3.4	-12	1.6	0	3.6	1
C/C(=N/OCO/N=C(\C)c1ccc(F)cc1F)c1ccc(F)cc1F	-24	0.1	24	-7	1.7	2	-0.9	-1	2.2	nt
CCOc1ccc(C2C(C(=O)c3ccco3)=C(O)C(=O)N2CCN2CCOCC2)cc1OCC (stereo not drawn)	-23	-0.7	23	0	3.5	-6	2.0	2	1.6	-1
CCCN1CCN(S(=O)(=O)c2ccc(OC)c(Br)c2)CC1	-19	-0.6	19	1	2.1	-11	1.8	-4	2.5	-2
Cc1ccc(Nc2nc(/N=C/NO)n[nH]2)cc1C	-13	-2.9	13	2	0.6	22	0.3	-4	2.9	-2
Cc1ccc(SCC(=O)Nc2ccc(S(=O)(=O)Nc3nccs3)cc2)cc1	-13	-0.9	13	-2	2.4	7	4.2	-1	3.7	-1
